# Source: PubChem (several laboratories)
# E-sel TNF inh: blocks E-selectin expression induced by TNF alpha. HUVEC TNFa-induced E-selectin immunofluorescence, high content. inhibition, % at 2 µM. 120,000 compounds, 0.71% hits. AID 1246;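 active = inhibition above the batch mean plus 3 SD, and confirmed as a hit on visual image review, cut at about 43% in these data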;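 note: 0% = TNF-stimulated DMSO wells and 100% = unstimulated control wells; not every result past the cut was called active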
# NPY Y2 blocker: blocks the human neuropeptide Y Y2 receptor | P49146 | NPY-Y2 expressing cells, antagonist mode | 140,000 compounds, 0.99% hits | inhibition, % at 2.7 µM | AID 793; in the data active = inhibition above about 17%;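 note: 0% = vehicle with agonist challenge and 100% = reference antagonist with challenge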
# Target sequence (P49146 whole entry, looked up): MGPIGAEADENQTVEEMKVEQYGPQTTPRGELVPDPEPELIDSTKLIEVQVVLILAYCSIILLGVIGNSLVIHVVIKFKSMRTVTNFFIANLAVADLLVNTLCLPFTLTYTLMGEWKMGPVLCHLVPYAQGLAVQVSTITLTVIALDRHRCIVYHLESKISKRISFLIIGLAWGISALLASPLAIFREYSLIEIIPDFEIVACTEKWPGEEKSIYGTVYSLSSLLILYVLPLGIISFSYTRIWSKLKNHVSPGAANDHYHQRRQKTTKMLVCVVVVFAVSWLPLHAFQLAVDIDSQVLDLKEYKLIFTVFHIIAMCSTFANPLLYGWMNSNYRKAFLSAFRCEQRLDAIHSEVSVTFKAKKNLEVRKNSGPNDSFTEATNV
# GALR2 blocker: GALR2 (human) receptor antagonism. O43603. GALR2-expressing cells, antagonist mode. inhibition, % at 4 µM. 140,000 compounds, 0.39% hits; in the data active = inhibition above about 27%;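 note: cells stimulated with galanin 1-16 at roughly its EC80; 0% = agonist challenge control and 100% = basal control without agonist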
# Target sequence (O43603 whole entry, looked up): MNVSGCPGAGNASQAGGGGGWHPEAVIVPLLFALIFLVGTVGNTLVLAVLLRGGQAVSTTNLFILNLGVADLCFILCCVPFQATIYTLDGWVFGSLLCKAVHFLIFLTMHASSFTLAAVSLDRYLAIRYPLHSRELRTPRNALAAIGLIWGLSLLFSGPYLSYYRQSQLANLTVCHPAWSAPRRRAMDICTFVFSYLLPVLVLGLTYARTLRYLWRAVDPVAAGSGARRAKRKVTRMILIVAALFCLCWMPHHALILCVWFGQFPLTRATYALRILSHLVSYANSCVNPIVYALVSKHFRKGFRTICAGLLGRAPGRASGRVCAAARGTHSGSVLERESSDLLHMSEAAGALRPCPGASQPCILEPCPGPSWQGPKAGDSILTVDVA
# Starred values were filed as active, the others as inactive.
SMILES,E-sel TNF inh,NPY Y2 blocker,GALR2 blocker
CCOC(=O)N1CCN(C(=O)C2CCC(C(=O)N3CCN(C(=O)OCC)CC3)CC2)CC1 (centres undefined),18,0,-1
COc1cccc2cc(-c3cn4ccc(C)cc4n3)c(=O)oc12,14,6,6
CCOc1ccc(C2C(C(=O)c3cccs3)=C(O)C(=O)N2CCCn2ccnc2)cc1 (centres undefined),-64,0,0
N#Cc1c(N)nc2c(c1-c1ccco1)CCCCC2,-5,2,2
Cc1nc2sc(C(c3ccco3)N3CCc4ccccc4C3)c(O)n2n1 (centres undefined),10,1,4
CCn1c(NCc2c[nH]c3ccccc23)nc2ccccc21,-4,15,10
O=c1c2c3c(sc2n2c(=S)[nH]nc2n1Cc1ccccc1)CN(Cc1ccccc1)CC3,17,2,-7
CCOC(=O)Cn1c(=O)c(-c2ccccc2NCc2ccccc2)nc2ccccc21,0,5,3
CCCCCCn1c(CN2CCN(C(=O)OCC)CC2)nc2c1c(=O)n(C)c(=O)n2C,7,4,-1
Cc1cccc2cc(CN(Cc3nnnn3C3CCCC3)C3CCCCC3)c(=O)[nH]c12,-18,-2,-9

# Single records, as listed above. Order of values: E-sel TNF inh, NPY Y2 blocker, GALR2 blocker
# CCOc1ccc(C2C(C(=O)c3cccs3)=C(O)C(=O)N2CCCn2ccnc2)cc1 (centres undefined) across the screens: -64, 0, 0
# COc1cccc2cc(-c3cn4ccc(C)cc4n3)c(=O)oc12 across the screens: 14, 6, 6
# O=c1c2c3c(sc2n2c(=S)[nH]nc2n1Cc1ccccc1)CN(Cc1ccccc1)CC3 across the screens: 17, 2, -7
# CCCCCCn1c(CN2CCN(C(=O)OCC)CC2)nc2c1c(=O)n(C)c(=O)n2C across the screens: 7, 4, -1
# Cc1nc2sc(C(c3ccco3)N3CCc4ccccc4C3)c(O)n2n1 (centres undefined) across the screens: 10, 1, 4

# Next part
SMILES,E-sel TNF inh,NPY Y2 blocker,GALR2 blocker
O=C1NC2CCCCC2NC1CC(=O)N1CCN(c2ccccc2)CC1 (centres undefined),1,6,4
CCOC(=O)Cc1csc(NC(=O)CSc2nnc(-c3ccc(NS(=O)(=O)CC)cc3)o2)n1,1,1,25
COC(=O)c1ccc(C2/C(=C(/O)c3ccc(OC)cc3)C(=O)C(=O)N2Cc2ccco2)cc1 (centres undefined),-14,2,3
Cn1c(NCC(O)c2ccccc2)nc2c1c(=O)n(Cc1ccc(Cl)c(Cl)c1)c(=O)n2C (centres undefined),-9,-2,-3
CC1CCN(C(=O)c2ccc(C(=O)N3CCC(C)CC3)cc2)CC1,-16,4,-6
COc1cccc(C(=O)COC(=O)c2ccc(NC(=O)c3ccccc3)cc2)c1,42,1,-7
CC(C)Oc1ccc(CSc2nnc3n(C)c(=O)c4c5c(sc4n23)CCCC5)cc1,-43,-1,17
CCOc1cc(-n2cnnn2)c(OCC)cc1NC(=O)c1cc2ccc(N(CC)CC)cc2oc1=O,-3,1,-3
CCn1ncc(Br)c1C(=O)Nc1ccccc1C(=O)OC,-20,2,4
O=C(NCCCO)C12CC3CC(CC(C3)C1)C2,6,-1,1
CNC(=O)c1c(O)c2cccc3c2n(c1=O)CC3,-3,2,2
O=C(CCN1C(=O)S/C(=C\c2ccccc2)C1=O)N1CCOCC1,-8,4,1
CC1=CC(C)(C)N2C(=O)C3(C(C#N)=C(N)Oc4cc(C)oc(=O)c43)c3cc(C)cc1c32 (centres undefined),-16,0,11
C/C(=N\Nc1cc(Cl)nc(C)n1)c1ccc(C)cc1,-4,3,-3
CCCCCn1c(=O)[nH]c2cc(C(=O)NCCN3CCOCC3)ccc2c1=O,-4,0,5
O=C(c1ccccc1)N1CCN(C(=O)c2ccncc2)CC1,-3,2,-7
CCN1CCN(CC(=O)Nc2cccc(C)c2)C(=O)C1=O,7,1,9
O=[N+]([O-])c1ccc(-c2nnc(CSc3nc(-c4ccccc4)nc4ccc(F)cc34)o2)cc1,-5,1,3
Cc1ccc(-c2cc3nc4c(c(=O)n3[nH]2)CCCC4)cc1,-17,2,19
CCN1C(=O)/C(=C2\C=Cc3ccccc3N2CC)OC1=S,-7,1,2
O=C(CSc1nc2ccccc2c(=O)n1Cc1ccco1)NCc1ccccc1,-8,3,3
Cc1cccc(C)c1NC(=O)C(c1ccccc1)N1CCC2(CC1)OCCO2 (centres undefined),21,1,8
Cc1c(C=O)cnn1CCC(=O)O,1,0,6
COc1ccccc1C/C(N)=N/OC(=O)COc1ccc(C)cc1C,-31,10,4
CC(=O)Nc1ccc2c3c(cccc13)CC2,-18,2,-8
CC(c1cccnc1)N(CCN(C)C)C(=O)Nc1ccc(Cl)c(Cl)c1 (centres undefined),17,2,30*
CN1CCc2c(sc3c2C(=O)NC(/C=C/c2ccco2)N3)C1 (centres undefined),-6,1,0
CN(Cc1ccccc1)Cc1nc2c(c(=O)n(C)c(=O)n2C)n1CCc1ccccc1,10,23*,5
CCN1C(=O)/C(=C2/Sc3ccc(OC)cc3N2C)SC1=Nc1ccc(C)cc1,7,1,7
CCOc1ccc(C(c2nnnn2Cc2ccccc2)N2CCN(C(=O)c3ccco3)CC2)cc1 (centres undefined),3,4,5
COc1ccc(Cl)cc1N=Cc1c(O)cc(C)oc1=O,-15,1,8
CCOC(=O)CSc1nnc(-c2ccc(S(=O)(=O)NCc3cccs3)cc2)o1,-1,3,1
CN=C1SC(CC(=O)Nc2ccc(C(C)=O)cc2)C(=O)N1C (centres undefined),-40,1,7
O=C1CN(C(=O)c2ccco2)C(c2ccc(F)cc2)c2cc(Cl)ccc2N1 (centres undefined),22,6,6
CCOc1cc(-c2nc(-c3cc(OC)c(OC)c(OC)c3)no2)cc(OCC)c1OCC,15,1,3
CCC(=O)N1CCN(c2ccc(Cl)cc2NC(=O)c2ccc(Br)o2)CC1,8,17*,-3
Brc1ccc(OCCOCCOc2cccc3cccnc23)cc1,7,4,-6
CC(NC(=O)Cc1cccs1)C(c1cccs1)N1CCN(c2ccccc2)CC1 (centres undefined),9,9,2
CCOC(=O)Cc1csc(NC(=O)CSc2nnc(-c3ccncc3)n2Cc2ccco2)n1,-10,-2,9
COC(=O)c1ccc(Cl)c(NC(=O)CN(c2ccc(OC)cc2)S(=O)(=O)c2ccccc2)c1,16,0,-9
CC1=NC(=O)C(N=Nc2cccc3ccccc23)N1c1ccccc1 (centres undefined),-19,-1,6
Cc1ccnc(N2CCN(c3cc(C)c(C#N)c4nc5ccccc5n34)CC2)c1,2,5,4
CCCc1ccc(Oc2cc(N3CCOCC3)nc(-c3ccccc3)n2)cc1,3,0,-1
Cc1cccc2cc(CN(Cc3ccccc3)C(=O)N3CCOCC3)c3nnnn3c12,-21,1,4
NC(=O)C1(N2CCCCC2)CCN(C(=O)CSc2nc3ccccc3o2)CC1,-8,1,-3
CCOC(=O)CNC(=O)C(Cc1ccccc1)NS(=O)(=O)c1ccc2c(c1)CCC(=O)N2 (centres undefined),-9,1,17
COc1cc(C(=O)N2CCC(N3CCCCCC3)CC2)cc(OC)c1OC,-13,1,7
Cc1nn(-c2ccccc2)c(Cl)c1/C=C1\N=C(c2ccccc2)OC1=O,-2,8,3
COc1ccc(O)c(C(=O)/C=C/c2cc3ccccc3o2)c1,7,11,-8
COCCNC(=O)C1CC(=O)N(c2ccc(F)c(Cl)c2)C1 (centres undefined),26,0,-2

# A different layout for some results above.
CC(c1cccnc1)N(CCN(C)C)C(=O)Nc1ccc(Cl)c(Cl)c1 (centres undefined)
  E-sel TNF inh = 17
  NPY Y2 blocker = 2
  GALR2 blocker = 30*
CN1CCc2c(sc3c2C(=O)NC(/C=C/c2ccco2)N3)C1 (centres undefined)
  E-sel TNF inh = -6
  NPY Y2 blocker = 1
  GALR2 blocker = 0
CN(Cc1ccccc1)Cc1nc2c(c(=O)n(C)c(=O)n2C)n1CCc1ccccc1
  E-sel TNF inh = 10
  NPY Y2 blocker = 23*
  GALR2 blocker = 5
CCN1C(=O)/C(=C2/Sc3ccc(OC)cc3N2C)SC1=Nc1ccc(C)cc1
  E-sel TNF inh = 7
  NPY Y2 blocker = 1
  GALR2 blocker = 7

# Some of the entries so far, with tabs.
structure	E-sel TNF inh	NPY Y2 blocker	GALR2 blocker
CCOC(=O)CNC(=O)C(Cc1ccccc1)NS(=O)(=O)c1ccc2c(c1)CCC(=O)N2 (centres undefined)	-9	1	17
COc1cc(C(=O)N2CCC(N3CCCCCC3)CC2)cc(OC)c1OC	-13	1	7

# New compounds follow:
SMILES,E-sel TNF inh,NPY Y2 blocker,GALR2 blocker
COc1ccc(C(c2nnnn2CS(=O)(=O)c2ccc(C)cc2)N2CCN(Cc3ccccc3)CC2)cc1 (centres undefined),-2,2,-2
O=C1c2ccccc2C(=O)N1Cc1nc(-c2cccnc2)no1,-17,-1,9
CC1(C)Cc2nc3[nH]c(=S)n(-c4ccccc4)c(=O)c3cc2CO1,10,7,3
COc1ccccc1S(=O)(=O)Cc1ccc(C(=O)NCCN(C)C)o1,-4,-2,12
Cc1nnc(N2CCN(C)CC2)c2nn(-c3ccc(Cl)cc3)c(C)c12,29,10,9
O=C(NCc1ccccn1)C1CC(=O)N(C2CCCC2)C1 (centres undefined),31,0,-5
N#CC1=C(N)OC2=C(C(=O)CCC2)C1Cc1ccccc1 (centres undefined),-12,5,5
COc1ccccc1NC(=S)NNC(=O)c1ccccc1,-1,5,-10
COc1ccc(-n2c(=O)c3c4c(sc3n3c(C)nnc23)CCCC4)cc1,0,-1,2
Cc1ccc(-n2nc3c(N4CCN(c5ccccc5)CC4)nnc(C)c3c2C)cc1,-15,2,10
COCCN1C(=O)c2oc3cc(C)c(C)cc3c(=O)c2C1c1ccc(O)cc1 (centres undefined),-13,1,-3
COc1ccc(OC)c(C2C(C(=O)c3ccc(C)o3)=C(O)C(=O)N2CCCN2CCOCC2)c1 (centres undefined),-12,3,-10
COc1ccccc1N1CCN(CCN2C(=O)CC(=C3c4ccccc4-c4ccccc43)C2=O)CC1,8,4,-14
COc1cccc(-c2nc(NCc3ccco3)c3ccccc3n2)c1O,-16,0,-3
COCCn1c(C)cc(C(=O)CSc2nnc3scc(-c4ccc(Cl)cc4)n23)c1C,-19,5,-16
CCOC(=O)c1cc(-c2ccc(F)cc2)n(CC(=O)Nc2nccs2)c1C,14,1,0
COc1ccc(-c2noc(CN(C)S(=O)(=O)c3ccccc3)n2)cc1OC,-18,0,2
CCC1(C)Cc2c(sc3c2c(=O)n(C)c2nnc(SCC(=O)c4ccccc4)n32)CO1 (centres undefined),-35,3,5
Cc1ccc(C(=O)NCC(=O)NCC(=O)OCc2ccc(Oc3ccc([N+](=O)[O-])cc3)cc2)cc1,15,6,4
Cc1cc(C)nc(NC2=NCCN2C(=O)Nc2ccc(Cl)c(Cl)c2)n1,-35,1,-2
COc1cc(C2c3c(oc4c(C)cc(C)cc4c3=O)C(=O)N2Cc2cccnc2)cc(OC)c1OC (centres undefined),-18,3,-1
COCCn1nnnc1C(c1ccccc1OC)N1CCc2ccccc2C1 (centres undefined),0,2,16
O=C(c1ccco1)N1CCN(C(c2coc3ccc(Cl)cc3c2=O)c2nnnn2C2CCCC2)CC1 (centres undefined),-21,-1,1
CCOC(=O)C1=C(C)N=C2SCCC(=O)N2C1c1cc(Br)ccc1OC (centres undefined),-24,1,-6
C=CCOc1nc2c(c(=O)n(Cc3ccc(Cl)c(Cl)c3)c(=O)n2C)n1C,21,5,-4
COc1ccc2c(C)nc(Nc3nc(C)cc(=O)[nH]3)nc2c1,10,2,-10
O=C(Nc1ccc(OCC(F)(F)C(F)F)c(C(F)(F)F)c1)c1ccccc1,-34,1,-1
CN(C#N)c1nc(N2CCOCC2)nc(N2CCOCC2)n1,1,1,3
Cc1cc(=O)[nH]c(/N=C(/NC(=O)c2ccccc2)Nc2ccc3c(c2)OCCO3)n1,-3,5,-10
O=C1CC(N2CCC(c3nc4ccccc4o3)CC2)C(=O)N1c1ccc(Cl)cc1 (centres undefined),-24,0,-9
CC1CCc2c(sc3ncnc(N4CCN(S(=O)(=O)c5cccc6nonc56)CC4)c23)C1 (centres undefined),-5,4,-12
O=S(=O)(c1ccc(F)cc1)N1CCC(N2CCN(c3ccccc3)CC2)CC1,-56,1,2
COC(=O)c1cc(OC)c(OC)cc1NC(=O)c1ccc(Br)o1,-20,3,-12
Cc1ccnc(N2CCN(c3c4c(c(C#N)c5nc6ccccc6n35)CCC4)CC2)c1,7,0,0
COc1ccc2c3c(cccc13)NN=C2C,6,6,-21
Cc1cc(C)n2nc(C(=O)NCc3ccco3)nc2n1,1,-1,10
Cc1ccccc1N1CCN(CCN2C(=O)CC(=C3c4ccccc4-c4ccccc43)C2=O)CC1,-20,2,-1
CNC(=O)CN(C#N)c1nc(N(C)C)nc(N(C)C)n1,-5,0,-2
COc1cc(NS(=O)(=O)c2ccc(N/C=C\C(=O)c3ccc(C)cc3)cc2)nc(OC)n1,1,4,3
O=C(Nc1ccc(Cl)cn1)c1ccc(-c2ccc(Cl)c(Cl)c2)o1,-9,2,-9
O=C(CSc1nnc(-c2ccccc2NC(=O)c2ccccc2)o1)OC1CCCCC1,12,1,14

# Some of the compounds tested; count on the stated rates, not on these rows.
